UDG counter = counter-screen for AID inhibitors: uracil-DNA glycosylase inhibition; FRET deamination/UDG coupled assay, UDG read, 4 h; 0.14% of 91,000 active; Potency, µM (highest dose often 115 µM), without a hit: top-dose activity change, negative = inhibition, most hits filed as inhibitors; further: nearly all actives have a fitted effect of over 65% in size
AID inhibitor = inhibitors of human activation induced cytidine deaminase. Potency, µM (doses to about 115 µM), without a hit: at the highest dose activity change, negative = inhibition, most hits filed as inhibitors. Q9GZX7. 0.32% of 91,000 active. AID 1347428. AID deamination FRET fluorescence, UDG-coupled, 4 h; further: nearly all actives have a fitted effect of over 25% in size
Target sequence (Q9GZX7 whole entry, looked up): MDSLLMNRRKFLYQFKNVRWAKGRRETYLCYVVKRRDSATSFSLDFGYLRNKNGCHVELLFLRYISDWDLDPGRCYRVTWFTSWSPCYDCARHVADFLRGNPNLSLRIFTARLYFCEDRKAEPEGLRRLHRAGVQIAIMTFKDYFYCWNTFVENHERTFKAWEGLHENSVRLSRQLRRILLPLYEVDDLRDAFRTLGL
* = called active by the depositor; ? = inconclusive; [ ] = remark or other dose. The call rests on the fitted dose curve; in most records, active means well fitted curve in the direction sought with a large enough effect; inconclusive means small, poorly fitted or top-dose-only effect, or another doubt; inactive means no such curve, though single readings can be large; an effect the other way counts as inactive or inconclusive. On the % scale 0 is the no-effect control and ±100 the full control effect; potency means the concentration at half of the fitted maximal effect.

molecule,AID inhibitor,UDG counter
CCOc1cc2ccccc2cc1C(=O)N1CCN(CC(=O)Nc2ccccc2Cl)CC1,-15%,0%
Cc1cc(C)c2oc(-c3cc(NC(=O)c4ccco4)ccc3O)nc2c1,-11%,?
COc1ccc(N2CCN(C(=O)c3cnc(N4CCOCC4)c4ccccc34)CC2)cc1,9%,48%[activator]
N#C/C(=C/c1ccccc1OC(F)F)C(=O)Nc1ccccc1Cl,-15%,4%
O=C1COc2ccc(-c3cc(-c4ccc(F)cc4)c4c(n3)-c3ccccc3OC4)cc2N1,14%,-3%
Cc1ccc(C)c(CNC(=O)c2ccc3c(c2)nc2n3CCC(C)C2)c1 (configuration not stated),-8%,-3%[57.5 µM]
O=C(NCCc1cccnc1)c1ccccc1Cl,-3%,-10%
Cc1ccc(C(=O)Nc2ccc3oc(-c4ccncc4)nc3c2)c(Cl)c1,10%,2%
O=C(Nc1ccc(CSc2ccccc2)cc1)c1ccc(F)cc1,-1%,-4%
CCOC(=O)CSc1nc2c(c(=O)[nH]c(=O)n2C)n1CCC(C)C,1%,1%
Cc1ccc(-c2nnc(Nc3cccc(O)c3)c3ccccc23)cc1S(=O)(=O)NCC1CCCO1 (configuration not stated),3%[57.5 µM],5%[57.5 µM]
COc1ccc2[nH]c(=O)c(CN(C)C(=O)c3ccccc3F)cc2c1,0%,-2%
Cc1cccc(NC(=S)NCC2(C)CC(NC(=S)Nc3cccc(C)c3)CC(C)(C)C2)c1 (configuration not stated),-11%,-8%
COc1cn(CC(=O)Nc2ccc(C(N)=O)cc2)c(CSc2ccc(F)cc2)cc1=O,-6%,27%
Cc1ccc(S(=O)(=O)N2CCN(CCNC(=O)c3cc(C)cc(C)c3)CC2)cc1,-8%,-5%
CCOC(=O)c1ccccc1NC(=O)Cn1nnc2sc3c(c2c1=O)CCCC3,26%,4%
COc1ccc(COc2ccccc2C#N)c(Br)c1OC,-13%,-10%
Cc1ccc(NS(=O)(=O)c2cc3[nH]c(=O)c(=O)[nH]c3cc2C)cc1Cl,-25%,-10%[57.5 µM]
COc1cccc(C(=O)Nc2c(C(=O)NC(C)(C)C)oc3ccccc23)c1,14%,-11%
Cc1oc(-c2ccccc2F)nc1CS(=O)(=O)CC(=O)N1CCN(c2cccc(C(F)(F)F)c2)CC1,6%,1%
Cc1ccccc1NC(=O)CSc1cccs1,10%,3%
Cc1ccc(S(=O)(=O)N2CCc3cc(C(=O)Nc4c(C)cccc4C(C)C)ccc32)cc1,?,-3%
COc1ccc(N(CC(=O)N2CCN(c3cccc(C)c3C)CC2)S(=O)(=O)c2c(C)noc2C)cc1,-19%,-14%
Cc1ccccc1NC(=O)Cn1c(=O)n(CCCCC(=O)NCc2ccccc2Cl)c(=O)c2ccccc21,20%,-10%
COc1ccc(-c2noc(-c3ccc(NCc4ccco4)c([N+](=O)[O-])c3)n2)cc1OC,76%[activator],3%
CCC(=O)Nc1nnc(S(=O)(=O)N2c3ccccc3CC2C)s1 (configuration not stated),16%,-8%
Cc1cc(C)c(Cn2c(C)c(CNCCCc3ccccc3)c(C(=O)O)c2C)c(C)c1,-21%,-12%
CCCCc1c2c(nn1-c1cc(Cl)ccc1OC)CCCC2=O,-13%,-6%
C#CCN(Cc1ccc(F)cc1)C(=O)NCC1CCN(Cc2ccccc2)CC1,-2%,5%
COc1ccc(/C=C/C(=O)OCC(=O)c2cccs2)cc1,19%,-10%
COc1ccccc1CNC(=O)c1ccc(Nc2nc3ccccc3n3nnnc23)cc1,-1%,6%
Clc1cccc(N/N=C(/c2ccccc2)c2ccncc2)c1,-22%,-6%
Cc1cc(=O)oc2cc(OCC(=O)N(c3ccccc3)C(C)C)ccc12,-2%,-3%
OC(c1cn2cc(-c3ccc(F)cc3)nc2s1)(C(F)(F)F)C(F)(F)F,-2%,-1%
CCOc1ccc(CNC(=O)c2ncoc2-c2cccs2)cc1OC,-9%,-4%
COc1ccc(-c2onc(C)c2C)cc1S(=O)(=O)NCc1ccco1,-7%,4%
O=C(CCCCn1c(=O)c2ccccc2n(Cc2ccccc2Cl)c1=O)NCc1ccc2c(c1)OCO2,33%[activator],0%
CCCN(CCC)CCNC(=O)c1ccc2c(c1)NC(=O)C(CS(=O)(=O)Cc1cccc(Br)c1)N2 (configuration not stated),152%,0%
COc1ccc(CN2CCC(N3CCN(c4ccccc4OC)CC3)CC2)cc1OC,-4%,-20%
CC(C)CCNC(=O)C(Cc1ccccc1)NC(N)=O (configuration not stated),-5%,-4%
CC(c1nc(-c2cccc(C(F)(F)F)c2)no1)N1CCN(C(=O)Nc2cccc(C#N)c2)CC1 (configuration not stated),?,-20%
O=C(Nc1c(N2CCCC2)c2ccccc2oc1=O)C1CC(=O)N(c2ccccc2)C1 (configuration not stated),2%,5%
Cc1ccc(-c2nc(CCNC(=O)C(=O)Nc3ccc(C)c(C)c3)cs2)cc1,13%,-12%[57.5 µM]
COc1cccc(CN(C)c2nc3ccccc3nc2NS(=O)(=O)c2ccccc2)c1,-6%,-3%
O=C(NCc1ccccn1)Nc1ccc(N2CCOCC2)nc1,3%,-6%
CCCS(=O)(=O)N1CC(=O)N(c2cccc(Cl)c2C)C(C)(C(=O)NC2CCCC2)C1 (configuration not stated),1%,1%
COc1cc(C(=O)NCc2nnnn2-c2ccc(C)c(C)c2)cc(OC)c1OC,2%,-12%
CC(=O)Oc1ccc(-c2nc3cc(Cl)ccc3o2)cc1,-2%,8%

Full records, quoted from the list.
Entry for O=C(CCCCn1c(=O)c2ccccc2n(Cc2ccccc2Cl)c1=O)NCc1ccc2c(c1)OCO2 → AID inhibitor = 33%[activator]; UDG counter = 0%
Entry for O=C(NCc1ccccn1)Nc1ccc(N2CCOCC2)nc1 → AID inhibitor = 3%; UDG counter = -6%

New compounds follow:
molecule,AID inhibitor,UDG counter
O=C(c1csc(Br)c1)N(Cc1ccncc1)C1CC1,0%,2%
O=C(Cn1ccc2cc(S(=O)(=O)N3CCCCC3)ccc21)NC1CCCC1,-12%,-22%
CCCCCCOc1ccc(/C=C/c2nc(-c3ccc(C)cc3)cs2)cc1,-4%,-4%
C=C(C)Cn1c(N2CCNCC2)nc2c1c(=O)[nH]c(=O)n2C,0%,-5%
CCOC(=O)c1sc(NC(=O)COc2ccccc2Cl)c(C(=O)OCC)c1C,8%,-3%
COc1ccc(C(NC(=O)c2csc(-c3ccco3)n2)c2nccn2C)cc1 (configuration not stated),19%,8%
Cc1cn2c(=O)cc(COC(=O)COc3ccc(F)cc3)nc2s1,10%,-13%
Clc1ccc(-c2noc(-c3cc(-c4ccco4)n[nH]3)n2)cc1,93%[activator],3%
CCOc1ccc(CNC(=O)c2ccc(-c3nc(CS(=O)(=O)c4ccccc4)c(C)o3)cc2)cc1,-4%[57.5 µM],-11%[57.5 µM]
Cc1c(C(=O)OC(C)C#N)oc2ccc(Cl)cc12 (configuration not stated),-2%,2%
Nc1ccc(Sc2ccc3ccccc3c2Cl)c(Cl)c1,-16%,-6%
COc1cc(C)cc2oc(=O)c(CC(=O)Nc3cccc(Cl)c3)c(C)c12,5%,-4%
Cc1cc(C)cc(NC(=O)C(=O)NCC(c2cccnc2)N2CCOCC2)c1 (configuration not stated),9%,13%
CCCCn1c(=O)c2oc3ccccc3c2n(CC(=O)Nc2ccccc2OC)c1=O,3%,6%
CCN(CC)c1ccc(C(=O)NCc2ccc3c(c2)CCN3C(C)=O)cc1,-22%,-8%
N#Cc1ccc(OCC(O)CSc2ccc(O)cc2)cc1 (configuration not stated),-1%,6%
COc1ccc(N(CC(=O)N2CCN(c3ccccc3)CC2)S(=O)(=O)c2c(C)nn(C)c2C)cc1,-2%,-1%
COc1ccc(NC(=O)CSc2nnc(-c3ccncc3)n2-c2ccccc2)cc1,7%,1%
O=C(Nc1ccc(C(F)(F)F)cc1)C1CC=CCC1 (configuration not stated),-3%,0%
COc1ccccc1CNc1nc2ccc(C)cc2n2nnnc12,13%,1%[57.5 µM]
Cc1cccc(NC(=O)c2oc3ccccc3c2NC(=O)c2cc(=O)c3ccccc3o2)c1,2%,-4%
Cc1nn(-c2ccc(F)cc2)c(-n2cccc2)c1C(=O)NCCCN1CCN(c2ccccc2F)CC1,-16%,-11%
COc1cc2nc(SCC(=O)Nc3cccc(C)c3)n3nc(CCn4c(C)nc5ccccc54)nc3c2cc1OC,-20%,-17%
Cc1cc(COc2ccc(C(=O)c3ccccc3)cc2)no1,-9%,-3%
COc1cc(NC(=O)Cn2c(=O)nc(-c3ccccc3F)c3cc(Cl)ccc32)cc(OC)c1,-2%,-6%
COc1cc(NC(=O)C2CCN(S(=O)(=O)c3c(C)noc3/C=C/c3cccs3)CC2)cc(OC)c1,-9%,-6%[57.5 µM]
N#CC1=C(N)OC2=C(C(=O)CC(c3ccccc3Cl)C2)C1c1ccc(Cl)cc1 (configuration not stated),-12%,-4%
Cc1oc(-c2ccc(OC(C)C)cc2)nc1CSc1nc2c(c(=O)[nH]1)CCC2,-1%,1%
COc1ccc(NC(=O)Cn2c(-n3nc(C)cc3C)nc(C)cc2=O)cc1,-14%,?
CS(=O)(=O)N(CC(=O)NCCc1ccccc1)c1cc(C(F)(F)F)ccc1Cl,4%,-6%
O=[N+]([O-])c1ccccc1S(=O)(=O)Nc1ccc(Nc2ccccc2)cc1,2%,-8%
COc1ccc(C)cc1Nc1nc2c(S(=O)(=O)c3cccc(Cl)c3)nnn2c2ccsc12,5%,4%
COc1ccc(-n2cc(C(=O)NCc3ccccc3)c3ccccc3c2=O)cc1,-8%,-1%
CCCn1c(=N)c(C(=O)NCc2cccnc2)cc2c(=O)n3ccccc3nc21,64%[activator],8%
CCCS(=O)(=O)c1c(S(=O)(=O)CCC)c2cc(C(C)(C)C)ccn2c1C(=O)c1ccc(C)cc1,-13%,-18%
O=C(/C=C/c1ccccc1Br)c1ccc(O)c(CCCl)c1,-22%,-7%
CCOc1ccc(NC(=O)CSc2nc3c([nH]c4ccccc43)c(=O)n2-c2cc(C)cc(C)c2)cc1,12%,-1%
CCOc1ccc(C(=O)Nc2cccc(-c3nc4cccnc4s3)c2C)cc1OCC,-15%,-10%[57.5 µM]
COc1ccc(C(=O)c2sc(Nc3ccccc3F)nc2N)cc1,-11%,2%
CCOC(=O)c1cnc2c(OC)cccc2c1N1CCN(c2ccccc2F)CC1,?,-10%[57.5 µM]
Cc1cccc(NC(=O)CSC2=C(C#N)C(c3ccccc3C)C3=C(CCCC3=O)N2)c1 (configuration not stated),-1%,-8%
Cc1nn(S(=O)(=O)c2ccc(Cl)cc2)c(C)c1S(=O)(=O)N1CCCCCC1,20%,-4%
COc1ccc(CC(=O)N2N=C(c3cccc(Br)c3)CC2(O)C(F)(F)F)cc1 (configuration not stated),-5%,0%
Cc1ccc(OCCSc2nc3ccccc3n2CC(=O)N2CCOCC2)cc1,17%,-25%
COCCNC(=O)c1ccc2nc(CCc3ccccc3)oc2c1,-14%,-8%
Cc1nc(NC(=O)c2cccc(OCc3ccccc3)c2)ccc1Br,-14%,2%
Cc1ccccc1C1/C(=C(\O)c2ccccc2F)C(=O)C(=O)N1c1ccc(CC(=O)O)cc1 (configuration not stated),-4%,3%
CN(C)S(=O)(=O)c1cccc(NC(=O)COC(=O)c2cc(=O)c3ccccc3o2)c1,-9%,-3%
COc1cccc2cc(-c3nc4sc(C(=O)Nc5ccc(F)cc5F)c(C)c4c(=O)[nH]3)c(=O)oc12,17%,-2%
Cc1oc2ncnc(N3CCCCC3)c2c1C(=O)N1CCN(c2cccc(C(F)(F)F)c2)CC1,?,?
Cc1nn(-c2ccc(N3CCCC3)nn2)c(C)c1CCC(=O)NCc1ccc(F)cc1,14%,-3%[57.5 µM]
CC(C)(C)OC(=O)N1CCC(C(=O)N2CCN(Cc3cccs3)CC2)CC1,2%,-9%
O=C(CN1CCC2(CC1)OCCO2)Nc1cccc(F)c1,-3%,-10%
Cc1cccc(CCNC(=O)CN(c2ccc(C(C)C)cc2)S(=O)(=O)c2c(C)nn(C)c2C)c1,-19%,22%
COC(=O)C1=C(C)N(C)C(C)=C(C(=O)OC)C1c1ccccc1C(F)(F)F,-13%,-10%
COc1cccc(C2CC(N)C2)c1 (configuration not stated),-1%,-11%
C/C(=N/Nc1ccc(S(=O)(=O)Nc2ccc(C)cc2C)cc1[N+](=O)[O-])c1ccc(Cl)s1,-8%,1%
CCCc1ccc(OCC(=O)Nc2scc(-c3cccs3)c2C(=O)OC)cc1,-10%,-12%
CC(NC(=O)[C@H]1O[C@@H]2OC(C)(C)O[C@@H]2[C@H]2OC(C)(C)O[C@H]21)C(=O)O (some centres not stated),2%,5%
Cc1ccc(-n2c(SCc3cccc(C)c3)nc3c(=O)[nH]cnc32)cc1,2%,-3%
Cc1ccc2oc(C(=O)Nc3sc4c(c3C(=O)NCC3CCCO3)CCC4)cc(=O)c2c1 (configuration not stated),21%[57.5 µM],-4%[57.5 µM]

An excerpt; count on the stated rates, not on these rows.
